# F508del corr: F508del CFTR correction, initial screen, CFBE line, single point; CFBE cells, YFP halide quenching; stimulated with forskolin plus potentiator P3; % fluorescence drop versus neutral controls; activity (quench increase), % at 7.58 µM; 0.36% of 350,000 active;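 active = mean added fluorescence quench of at least 8% versus neutral control, with both replicates also reaching 8%; inconclusive = only one of the mean or replicate conditions met; inactive = mean below 8% and not both replicates reaching 8%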;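 also: cells transiently co-express mutant CFTR-F508del with the halide-sensitive YFP; corrector assay measuring rescue of mutant channel to the surface after 24 h compound exposure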
# PAX8 reporter: inhibitors of PAX8-driven TPO luciferase reporter, primary screen, RMG-I cells, single concentration. inhibition, % at 12.6 µM. SteadyGlo, 24 h. 1.2% of 360,000 active;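 active = mean replicate inhibition at least 60% with every replicate also reaching 60%; inconclusive = only one of the two criteria is met; inactive = mean below 60% and not all replicates reaching 60%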;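 also: luciferase light reporting Pax8 driven TPO promoter activity; plate controls were median of neutral control wells for no effect and mitoxantrone controls for full effect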
# DENV2 CPE: inhibitors of DENV2 cytopathic effect, primary screen, cell-based, plate reader, single concentration | DENV2-infected cells, cytopathic effect rescue | CPE inhibition, % at 9.99 µM | 1.7% of 350,000 active | AID 651640, 2012; in the data active = CPE inhibition above about 20%, passing the limit was not always enough; inconclusive = no clear call, values can overlap the other calls; tested in BHK-21 cells;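 also: 0% = median of neutral control wells and 100% = median of positive control wells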
# EWS-Fli block: EWS/Fli-driven NR0B1 reporter inhibitors, primary screen, A673 cells, NR0B1 luciferase, luminescence, MLPCN library. viability-normalised. inhibition, % at 12.6 µM. 0.67% of 350,000 active;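 active = mean inhibition of at least 50% after viability correction, with every replicate also passing that limit; inconclusive = mean reaches 50% but only one of two replicates passes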;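 also: firefly luciferase signal divided by Alamar Blue viability fluorescence both relative to DMSO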
# GSIS activator: GLuc luminescence reporter in INS-1E cells, primary screen for activators of glucose-dependent secretion of insulin | INS-1E GLuc reporter insulin secretion, 2-3 h | activation, % at 16.6 µM | 0.61% of 370,000 active | AID 743287, 2014;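 active = lowest replicate activation of at least 40%, so every replicate reaches that level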;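 also: 0% = median of neutral control wells and 100% = median of IBMX positive control wells; some compounds called inactive have numbers as strong as hits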
# miR122 inh: miR-122 Renilla sensor signal increase in Huh7, primary screen, miR-122 inhibitor project, cell-based, single point, plate reader. Huh7 miR-122 Renilla luciferase sensor, 48 h; neutral wells = 0, positive control = 100. activation (reporter increase), % at 12.5 µM. 0.3% of 340,000 active. AID 602342, 2012;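 active = mean replicate activation score at least 90 and every replicate individually at or above 90; inconclusive = only one of the two criteria met; inactive = neither criterion met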;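 also: higher luciferase means less miR-122 activity so hits act as miR-122 inhibitors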
# FN deposit inh: inhibitors of fibronectin matrix deposition, primary screen, AH1F cells, Alexa488-fibronectin fluorescence, plate reader. AH1F fibroblasts, overnight. inhibition, % at 12.6 µM. 0.086% of 350,000 active;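 active = mean inhibition across replicates of 30% or more, regardless of how many single replicates reach that level; inconclusive = mean under 30% yet at least half of replicates reach 30%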;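 also: positive control wells lacked labelled fibronectin entirely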
#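 material = AH1F fibroblast monolayer depositing Alexa488-labelled fibronectin into matrix | amount = 10000 AH1F cells/well | buffer or medium = DMEM plus 2% serum, read in PBS | incubation = 1 h cell adhesion before compound, then overnight fibronectin incubation | detection = fluorescence at 485 nm excitation, 525 nm emission | evaluation = percent inhibition as loss of matrix-bound fibronectin fluorescence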
# * hit, by the source's call; ? = inconclusive; nt = no result given; [ ] = remark or other dose.
SMILES,F508del corr,PAX8 reporter,DENV2 CPE,EWS-Fli block,GSIS activator,miR122 inh,FN deposit inh
CCOc1ccc2c(c1)[N+](C)(C)C(C)(C)C=C2C,-1.6,21,0,16,-10,1,5
COCCNC(=O)c1cccc(C)c1[N+](=O)[O-],nt,7,-5,2,5,-7,5
CC(=O)N1[C@H](CO)[C@@H](c2ccccc2)[C@@H]1CN(C)C(=O)c1ccccc1F,-4.6,4,1,-5,-3,-29[16.7 µM],2
CCC(C)(C)C1CCc2[nH]nc(C(=O)NCCNC(=O)OC(C)(C)C)c2C1 (stereo not drawn),0.8,6,11,-35,-4,nt,-2
CSc1ccccc1NC(=O)CN(C)CC(=O)Nc1ccc(Cl)cc1F,nt,27,-1,9,nt,nt,1
CCCN1CCN(CCCNC(=O)C(CC)n2nc(C)n3c(cc4occc43)c2=O)CC1 (stereo not drawn),0.1,8,2,-10,-9,nt,5
COc1ccc(-c2coc3c(C(=O)Nc4cccc(C(C)=O)c4)cccc23)c(C)c1,-4.3,-20,-12,-23,18,-3,4
O=C1CC[C@H](O)CCN1[C@H](CSc1ccccc1)Cc1ccccc1,2.3,12,-9,-12,-14,nt,-2
NS(=O)(=O)c1ccc(CNC(=O)/C=C/c2ccc(Cl)c(Cl)c2)cc1,4.2,-1,5,-8,-2,nt,2
O=C(C[C@H]1CC[C@H]2[C@@H](COC[C@H](O)CN2S(=O)(=O)c2ccccc2)O1)NCc1ccc(-c2ccccc2)cc1,1.9,7,2,7,-2,5[16.7 µM],-3
Cc1cc(-c2onc(C)c2C(=O)Nc2ccc(C(F)(F)F)cc2)no1,-0.5,28,0,12,-3,4,1
CCCNC(=O)N1[C@H](CO)[C@@H]2c3ccccc3N(C(=O)Nc3ccc(F)cc3)C[C@@H]21,-1.1,-17,-12,-6,1,4[16.7 µM],nt
COc1ccc(C(=O)NC(=S)N2CCNC(=O)C2CC(=O)OC(C)C)cc1 (stereo not drawn),-8.1,-4,-5,nt,2,7,2
CO[C@H]1CN(C)C(=O)c2cc(NC(=O)NC(C)C)ccc2OC[C@@H](C)N(C)C[C@H]1C,0.3,nt,5,-12,-2,6[16.7 µM],-2
CCN(C(=O)c1cc2c(=O)n3ccccc3nc2s1)C1CCCCC1,-0.5,-33,5,-68,28,1,6
Cc1noc(C)c1C(=O)N1CCN(S(=O)(=O)c2cccs2)CC1,0.0,8,-7,-5,12,-6,nt
CN(Cc1ccccc1)S(=O)(=O)c1cn(C)cn1,-1.4,-12,0,3,34,nt,7
C[C@H](CO)N1C[C@H](C)[C@H](CN(C)C(=O)Nc2ccc(F)cc2)Oc2c(NC(=O)Nc3cccc4ccccc34)cccc2C1=O,0.7,32,42*,28,-25,-17[16.7 µM],18
Cc1cccc(NC(=O)CSc2nnc(NC(=O)C3CC3)s2)c1C,1.2,-6,-7,2,1,-4,5
Cc1ccc(Cn2c(=O)n(CCC(=O)NCc3ccc4c(c3)OCO4)c(=O)c3ccccc32)cc1,nt,-25,nt,nt,nt,8,-2
CC(=O)Nc1ccc(C(=O)N2CC(=O)NC(=O)C2)cc1,-0.7,1,0,-1,13,-7,-10
CN(C(=O)NC1CCCCC1)[C@H]1C[C@H]2c3[nH]c4ccccc4c3CCN2C(=O)[C@H]1CO,3.8,-9,0,11,nt,5,-7
O=C(COC(=O)C1CCN(c2ccc(C(F)(F)F)cn2)CC1)Nc1ccc(F)cc1[N+](=O)[O-],-4.1,-13,-6,-4,3,2,-2
COc1ccc2nc(N3CCN(C(=O)c4ccc([N+](=O)[O-])o4)CC3)sc2c1,1.0,27,-6,-6,37,nt,3
COCCNC(=O)C[C@H]1C[C@H]2c3cc(NC(=O)CC4CC4)ccc3O[C@H]2[C@H](CO)O1,-0.8,-27,-5,3,9,2[16.7 µM],7
# Going on with the list:
SMILES,F508del corr,PAX8 reporter,DENV2 CPE,EWS-Fli block,GSIS activator,miR122 inh,FN deposit inh
O=C(NC1CCCCC1)N1CC(=O)N2[C@H](CO)[C@@H](c3ccc(-c4ccncc4)cc3)[C@H]2C1,-1.9,nt,4,12,-3,nt,-6
N#Cc1ccccc1,0.1,nt,30*,-2,7,-4,nt
Cc1cccc(C2=NN(c3ccccc3)[C@@H](C(=O)N3CCOC3=O)[C@@H]2c2ccccc2)c1,-0.7,3,-2,1,19,3,nt
Cc1onc(-c2ccccc2)c1C(=O)Nc1cccc(OC(C)C)c1,nt,11,nt,nt,nt,6,0
O=C(Nc1nc2c(F)cc(F)cc2s1)c1ccc([N+](=O)[O-])o1,-4.3,11,-2,-11,nt,nt,5
Cc1noc(C)c1CSCC(=O)Nc1nc2c(F)cc(F)cc2s1,-1.7,-14,-7,-16,-1,13,nt
Cc1ccc(NC(=O)CN(C)C(=O)CSc2nccn2C)cc1,-2.8,nt,-2,0,nt,4,-2
CCCC#Cc1ccc2c(c1)O[C@@H](CN(C)S(=O)(=O)c1cccc(OC)c1)[C@H](C)CN([C@@H](C)CO)S2(=O)=O,6.9,60*,-1,23,-30,-23[16.7 µM],-1
CCN1C(=O)[C@H]2[C@@H](c3ccc(-c4ccc(F)cc4)cc3)N[C@@](Cc3ccccc3)(C(=O)OC)[C@H]2C1=O,-1.3,57,-1,-5,-9,-4,16
COc1cccc(C(=O)Nc2ccc3c(c2)OC[C@@H](C)N(C)C[C@@H](C)[C@H](OC)CN(C)C3=O)c1,0.5,-2,-8,1,10,nt,-4
COc1ccc(/C=C(\NC(=O)c2ccc(OCC(C)C)cc2)C(=O)OCc2ccco2)cc1,nt,-14,-4,13,nt,nt,2
C[C@@H]1CN([C@@H](C)CO)S(=O)(=O)c2ccc(C#CC3CC3)cc2O[C@H]1CN(C)S(C)(=O)=O,-3.6,-28,11,-11,-3,42[16.7 µM],-19
CC(C)(C)c1cc(/C=N/O)cc(C(C)(C)C)c1O,nt,-16,1,-3,-15,2,11
C[C@H](NC(=O)C[C@H]1C=C[C@H](NC(=O)C2CC2)[C@H](CO)O1)c1ccccc1,0.4,-9,-5,-2,-5,nt,-1
CC(=O)c1ccc(-c2cccs2)s1,2.1,-37,-6,-28,13,-25,6
CCOc1ccccc1NC(=O)COC(=O)CC(C)(C)CC1=NS(=O)(=O)c2ccccc2N1,-0.6,39,-8,nt,-8,9,-10
CCOc1ncnc2c1[nH]c1ccccc12,1.5,-45,-6,-23,25,-7,1
CCCCN(C)c1c(C)nc2ccc(C(=O)N(C)CCN(C)C)cn12,-0.7,0,2,2,12,-8,2
COC(=O)c1ccc(C2C(C(=O)c3cc4ccccc4o3)=C(O)C(=O)N2c2cc(C)on2)cc1 (stereo not drawn),-0.8,-5,-7,nt,19,-4,0
COc1ccc2c3c(n(C)c2c1)[C@@H](CO)N(C(C)=O)CC31CCN(C(=O)C2CC2)CC1,1.0,nt,-7,-4,-10,nt,nt
COC(=O)c1cc(OC)c(OC)cc1NC(=O)c1cc(C(C)(C)C)oc1C,3.4,1,1,14,-3,-1,-20
CC1CC(C)CN(C(=O)Cn2c(=O)c3cccn3c3cccnc32)C1 (stereo not drawn),-2.2,13,-3,nt,-5,-5,9
O=C(C[C@@H]1CC[C@H]2[C@@H](COC[C@H](O)CN2S(=O)(=O)c2ccccc2F)O1)NCc1ccccc1F,-0.6,7,-2,2,-5,-3[16.7 µM],-8
O=c1oc2ccccc2cc1-c1ccccc1,-0.5,-99,7,-71,0,0,-8
Cc1ccc(S(=O)(=O)Nc2cccc3c2O[C@H](CN(C)S(=O)(=O)c2ccc(Cl)cc2)[C@H](C)CN([C@H](C)CO)C3=O)cc1,0.4,1,7,-7,-2,nt,nt
# Next part:
SMILES,F508del corr,PAX8 reporter,DENV2 CPE,EWS-Fli block,GSIS activator,miR122 inh,FN deposit inh
Cc1csc(NS(=O)(=O)c2cccc([N+](=O)[O-])c2)n1,-2.4,1,-3,-5,7,18,6
Cc1ccc(-c2ccc3c(c2)O[C@@H](CN(C)C)[C@@H](C)CN([C@H](C)CO)S3(=O)=O)cc1,nt,-7,-5,-6,0,-13[16.7 µM],-6
C[C@H](CO)N1C[C@H](C)[C@@H](CN(C)S(=O)(=O)c2ccc(F)cc2)OCCCC[C@H](C)Oc2ccc(NC(=O)Nc3ccc4c(c3)OCO4)cc2C1=O,0.9,19,-4,6,7,4[16.7 µM],-12
C[C@H](CO)N1C[C@H](C)[C@@H](CN(C)Cc2cccc(C(=O)O)c2)Oc2ncc(C#C[C@@H](C)O)cc2C1=O,-1.4,nt,2,-10,8,8[16.7 µM],nt
Cc1ccc(S(=O)(=O)N(C)C[C@H]2Oc3ccc(NS(=O)(=O)c4ccc(F)cc4)cc3C(=O)N([C@@H](C)CO)C[C@@H]2C)cc1,3.2,-17,?,-2,-11,-2[16.7 µM],nt
COc1ccc(CN2CCNC(=O)C2CC(=O)N(C)Cc2ccncn2)c(OC)c1 (stereo not drawn),0.2,22,3,0,6,5,3
C[C@@H]1CN([C@H](C)CO)C(=O)c2cc(C#CC3CCCCC3)cnc2O[C@@H]1CN(C)Cc1cncnc1,0.7,nt,-6,-29,-5,7[16.7 µM],0
Cc1cc(C(=O)N/N=C/c2cn(C)nc2C)c2ccccc2n1,0.9,9,2,0,2,-3,4
COC(=O)Cn1c(=O)oc2ccc(C)cc21,-2.2,9,3,5,-1,nt,16
CCN(CC(=O)Nc1ccccc1OC)C(=O)c1cc(S(=O)(=O)N2CCCCCC2)ccc1OC,5.0,16,1,3,-19,7,5
COc1ccc(C(C)=NNC(=O)c2cccc(S(=O)(=O)N3CCCC3)c2)cc1,2.7,8,9,2,-8,nt,2
CCOC(=O)N1CCC(Nc2ccc(N3C(=O)C4CCCCC4C3=O)cc2[N+](=O)[O-])CC1 (stereo not drawn),0.7,-13,4,6,-9,-3,-3
O=C(Nc1ccc2c(c1)C(=O)NC2=O)c1ccccc1Cl,-0.7,-19,-6,-7,-6,-4,1
NC1=C([N+](=O)[O-])C(c2ccc3c(c2)OCO3)C2=C(CCCC2=O)O1 (stereo not drawn),-2.7,-3,-3,10,8,-1,-8
Cc1nnc(NC(=O)CN2CCN(Cc3ccccc3Cl)CC2)s1,2.8,17,1,13,4,2,-2
CC1=C(C(=O)N(C(C)C)C(C)C)CC(CC(=O)NCc2cccs2)C(=O)N1CCC1=CCCCC1 (stereo not drawn),-0.2,-1,4,5,8,17,-1
Cc1nc(N2CCN(c3ccccn3)CC2)c2c(C)c(C(=O)Nc3c(C)cc(Br)cc3C)sc2n1,1.9,26,7,12,9,-5,6
COc1cccc(C(=O)Nc2ccc3c(c2)C(=O)N(C)[C@H]2CC[C@@H](CC(=O)NCC4CC4)O[C@H]2CO3)c1,1.2,2,4,5,-4,22[16.7 µM],-11
O=C(C[C@@H]1C/C=C\C[C@H](Cc2ccc(F)cc2)C(=O)OC[C@H]2CCCN2C1=O)N[C@H](CO)Cc1ccccc1,0.0,2,-7,-2,-23,-1,5
CC(C)NC(=O)Nc1ccc2c(c1)C(=O)N([C@H](C)CO)C[C@H](C)[C@H](CN(C)C(=O)Nc1ccccc1)OCCCC[C@H](C)O2,-0.2,20,13,nt,-6,-7[16.7 µM],0
CN(C(=O)Cc1csc(-c2ccccc2)n1)c1c(N)n(Cc2ccccc2)c(=O)[nH]c1=O,1.1,5,-4,1,15,-3,2
CN(C)c1nc(-c2cccs2)cc(C(F)(F)F)c1C#N,-1.6,-16,3,13,4,-3,-16

# For reference, two of the compounds above.
SMILES,F508del corr,PAX8 reporter,DENV2 CPE,EWS-Fli block,GSIS activator,miR122 inh,FN deposit inh
CN(C(=O)Cc1csc(-c2ccccc2)n1)c1c(N)n(Cc2ccccc2)c(=O)[nH]c1=O,1.1,5,-4,1,15,-3,2
CN(C)c1nc(-c2cccs2)cc(C(F)(F)F)c1C#N,-1.6,-16,3,13,4,-3,-16

# From PubChem BioAssay
